F-actin modifier: modifiers of F-actin cytoskeleton organization, primary screen, imaging, HUVEC, phalloidin staining, high-content imaging | HUVEC TNFa F-actin phalloidin imaging | inhibition, % at 2 µM | 91,000 tested, 0.18% active;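 active = inhibition above the batch mean plus 3 SD and confirmed as a hit by visual image inspection, cut at about 30% in these data, passing the limit was not always enough; inconclusive = above the inhibition threshold but rejected on visual inspection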; note: strong numbers were not always called active
PTK2B oligo ant: antagonists of Pyk2 self-association, primary screen, Q293 cells, FERM NanoBiT luminescence, HTS; Protein-tyrosine kinase 2-beta (Homo sapiens), Q14289; hits give low values; z-score (the deposit names both 25 µM and 10 µM); 99,000 tested, 0.83% active; AID 1347419, 2020;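 active = Z-score of -3 or lower, scaled per plate to the spread of control and sample wells; inactive = z-score above -3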;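 note: negative z-score means lost luminescence so less FERM oligomerization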
HUVEC tox IL1B: cytotoxicity in IL-1B stimulated HUVEC, primary screen, cytotoxicity control for IL-1B NFkB translocation project, imaging, Hoechst nuclear count, IL-1B stimulus | HUVEC cell count loss | cell count reduction, % at 2 µM | 94,000 tested, 0.41% active;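 active = cell count reduction more than 3 SD above the screen-wide mean, cut at about 70% in these data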;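 note: normalized per plate to untreated control cells as the no-loss baseline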
HUVEC inhibit: inhibitors of HUVEC proliferation, primary screen, cell-based, 384-well; CellTiter-Glo luminescence, 72 h; hits give low values; viability, % at 10 µM (by protocol); 86,000 tested, 1.1% active; AID 648, 2007;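 active = viability at or below 30%; inactive = viability above 30%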;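 note: 100% = median luminescence of DMSO-only cell control wells on each plate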
HUVEC tox TNFa: cytotoxicity in TNFa-stimulated HUVEC, primary screen, cytotoxicity control for VCAM1 expression modulator project, imaging, Hoechst nuclei count; HUVEC TNFalpha-stimulated, Hoechst cell count; cell count reduction, % at 2 µM; 93,000 tested, 0.17% active; AID 848, 2007;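 active = cell count reduction exceeding the screen mean by over 5 SD, scaled to untreated wells per plate, cut at about 78% in these data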;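 note: cells counted after 24 h of TNF alpha exposure following the 1 h pretreatment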
Smad3 FoxH1 inh: Smad3/FoxH1 peptide binding inhibitors, primary screen, biochemical, TR-FRET | 88,000 tested, 0.29% active | Mothers against decapentaplegic homolog 3 (Homo sapiens), P84022 | TR-FRET Smad3/Dy647-FoxH1 peptide binding, europium anti-His | inhibition, % at 25 µM;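 active = compounds that reduce the energy-transfer binding signal between the protein and its labelled peptide by more than half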;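 note: 0% = Smad3 plus labelled peptide maximal FRET and 100% = peptide-only background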
Target sequence (P84022 whole entry, looked up): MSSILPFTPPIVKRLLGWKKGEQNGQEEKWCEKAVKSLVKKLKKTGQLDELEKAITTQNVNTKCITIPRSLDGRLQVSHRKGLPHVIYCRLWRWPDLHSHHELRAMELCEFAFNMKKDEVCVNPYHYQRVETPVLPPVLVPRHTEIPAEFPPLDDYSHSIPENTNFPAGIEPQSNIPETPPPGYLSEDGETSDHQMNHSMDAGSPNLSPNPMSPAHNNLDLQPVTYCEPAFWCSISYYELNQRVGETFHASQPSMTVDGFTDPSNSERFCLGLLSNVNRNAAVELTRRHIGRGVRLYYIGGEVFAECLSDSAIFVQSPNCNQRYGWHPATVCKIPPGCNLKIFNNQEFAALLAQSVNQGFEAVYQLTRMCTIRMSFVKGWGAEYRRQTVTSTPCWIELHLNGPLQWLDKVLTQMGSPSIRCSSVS
H69AR inhibit: proliferation blockers of H69AR lung cancer cells, primary screen, cell-based, human, 86K library; H69AR lung tumor viability, ATP luminescence, 72 h; hits give low values; viability, % at 10 µM; 85,000 tested, 6% active; AID 598, 2007;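 active = viability at or below 40%; inactive = viability above 40%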;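 note: multidrug resistant small cell line overexpressing MRP-1 efflux transporter; 100% = mean luminescence of untreated control wells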
Lung fibro prol: antiproliferative effect on LL 47 fibroblasts – human, LL 47 cells, CellTiter-Glo luminescence, primary screen | 85,000 tested, 1.1% active | viability, % at 10 µM | LL 47 human lung fibroblast viability, ATP luminescence; hits give low values;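 active = viability at or below 50% in the single dose screen; inactive = viability above 50%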;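 note: compound exposure lasted 72 h before the ATP readout; 100% = median luminescence of untreated cell-only wells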
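Test system: LL 47 human lung fibroblasts; Quantity: 1,150 cells/well; Buffer or medium: IMEM plus 15% FBS; Dosing: tenfold compound dosing solution, DMSO at 0.1%; Timing: overnight cell rest, 72 h compound treatment at 37 °C; Detection: ATP-based CellTiter-Glo luminescent readout; Read-out basis: viability percentage against median untreated-cell control; Controls: cell-only wells, no compound.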
VCAM1 TNFa inh: inhibitors of TNFa-induced VCAM1 expression, primary screen, imaging, HUVEC, TNFa stimulus, immunofluorescence; HUVEC TNFa-induced VCAM-1 immunofluorescence, high-content imaging; inhibition, % at 2 µM; 95,000 tested, 0.48% active;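 active = inhibition above the batch mean plus 3 SD, with images confirmed as a hit by eye, cut at about 37% in these data; inconclusive = inhibition above that limit but hit not confirmed in images; inactive = inhibition not above that limit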;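 note: 0% = TNF-stimulated DMSO wells and 100% = unstimulated control wells; not every result past the cut was called active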
Active calls of the source: *; u = inconclusive; x = not tested or not shown.

SMILES	F-actin modifier	PTK2B oligo ant	HUVEC tox IL1B	HUVEC inhibit	HUVEC tox TNFa	Smad3 FoxH1 inh	H69AR inhibit	Lung fibro prol	VCAM1 TNFa inh
CC(=O)N1CC(=O)N(OCc2ccccc2)C1c1ccc(Cl)cc1Cl (stereo not drawn)	-4	0.8	7	100	-22	2	94	91	13
CC(C)CCNC(=O)CN(CC1CCCO1)C(=O)CCC(=O)Nc1nccs1 (stereo not drawn)	-18	0.13	12	104	-11	1	102	104	7
CCNc1nc(NCC)n2c(SCC(=O)O)nnc2n1	18	0.44	-10	101	-14	-11	85	106	3
CCCOc1ccccc1Cn1c(=O)oc2ccc(C)cc21	-5	-1	-18	113	-3	-11	96	91	16
O=c1[nH][nH]c(-c2ccccc2)c1C=Nc1ccccc1Cl	-3	1.2	-16	x	-18	x	x	x	23
COC(=O)c1cc(OC)c(OC)cc1NC(=O)CC1CCCCC1	0	-1.9	-17	108	-2	1	94	96	20
Cc1cccc(NS(=O)(=O)c2cccs2)c1	18	0.91	8	100	1	-10	97	98	12
N#Cc1c(-c2cccnc2)c2c([nH]c1=S)CCCC2	3	1.7	-41	x	-30	x	x	x	9
CCc1nnc(NC(=O)c2cc(S(=O)(=O)N(CC)CC)ccc2Cl)s1	12	0.57	-2	96	-7	1	106	100	2
O=C1c2cccnc2C(=O)N1c1ccccc1-c1ccccc1	-18	0.45	-1	x	10	x	x	x	9
CCc1c(C)nc2ncnn2c1N1CCCC(C(=O)NCc2ccco2)C1 (stereo not drawn)	0	0.23	0	98	1	-8	78	101	3
COc1ccc(/C=N/NC(=O)c2ccccc2Cl)cc1CSc1nc2ccccc2s1	15	-1.5	13	x	47	x	x	x	u
Nc1ccccc1NC1=CC(=O)CC(c2ccco2)C1 (stereo not drawn)	2	-0.93	-37	88	-30	5	91	93	-15
CCOC(=O)C1C(c2cc(OC)c(OC)c(OC)c2)NC(=S)NC1(O)C(F)(F)F (stereo not drawn)	-7	0.13	-34	x	-7	x	x	x	6
Cc1[nH]nc(-c2ccc(OCc3cnn(-c4ccccc4)c3)cc2O)c1Oc1ccc(F)cc1	-9	-0.06	6	x	-20	x	x	x	15
CCOc1c2ccc(C(=O)N[C@H](C)C3CCCCC3)cc2nn1CC	10	x	0	x	-2	x	x	x	9
CSc1nccc(-c2nn(-c3ccc(C)cc3)ccc2=O)n1	x	1.5	13	48	-4	-5	24*	58	1
COC(=O)c1ccc(N2C(=O)CC(Sc3n[nH]c(C)n3)C2=O)cc1 (stereo not drawn)	19	1.8	-4	102	-17	-6	106	98	2
CC1CC(Nc2ccccc2N)=CC(=O)O1 (stereo not drawn)	-8	1.1	7	x	-29	x	x	x	9
CCOc1ccccc1C1C(C#N)=C(N)Oc2cc(C)n(Cc3ccccn3)c(=O)c21 (stereo not drawn)	x	-0.54	x	100	x	10	70	110	x
O=C(Cn1c(=O)sc2ccccc21)Nc1nc2c(s1)CCCC2	x	x	x	85	x	3	63	100	x
Cc1ccc(NC(=O)CC(C)N2CCCC2)cc1 (stereo not drawn)	-21	1.8	0	97	-14	8	90	99	2
CC(C)OCCCNc1nc2c(c(=O)n(Cc3ccccc3F)c(=O)n2C)n1C	-2	0.1	31	92	21	-2	60	92	-18
Cc1cc(C(=O)COC(=O)C2=COCCO2)c(C)n1-c1ccc2c(c1)OCO2	3	-0.11	-13	90	40	13	100	86	9
COc1ccc(CCN(C)Cc2ccc(OC)c(OCc3ccccc3)c2)cc1OC	34	1.6	-38	x	-12	x	x	x	13
Cc1oc(-c2ccccc2F)nc1CS(=O)CC(=O)NCc1ccc2c(c1)OCO2 (stereo not drawn)	10	x	12	98	-22	-4	84	93	14
Cc1nn(-c2cccc(C(=O)O)c2)c(C)c1Oc1ccccc1O	-11	0.93	-27	113	-18	-5	96	89	6
COc1ccc(C2NC3=C(CCCC3)C(C#N)(C#N)C2(C#N)C#N)cc1 (stereo not drawn)	16	x	36	84	-34	-7	60	94	10
Clc1ccc(Oc2nc(Oc3ccc(Cl)cc3)nc(N3CCOCC3)n2)cc1	-12	0.5	7	x	-7	x	x	x	-6
CCOc1ccc2[nH]c(=O)c(CN(Cc3ccc(F)cc3)C(=O)c3ccco3)cc2c1	-7	1.5	-8	49	-10	-8	16*	78	6

Ordered by the number under PTK2B oligo ant (rising): 4 from the list above.
| SMILES | F-actin modifier | PTK2B oligo ant | Smad3 FoxH1 inh | VCAM1 TNFa inh |
| --- | --- | --- | --- | --- |
| CC(C)OCCCNc1nc2c(c(=O)n(Cc3ccccc3F)c(=O)n2C)n1C | -2 | 0.1 | -2 | -18 |
| Clc1ccc(Oc2nc(Oc3ccc(Cl)cc3)nc(N3CCOCC3)n2)cc1 | -12 | 0.5 | x | -6 |
| Cc1nn(-c2cccc(C(=O)O)c2)c(C)c1Oc1ccccc1O | -11 | 0.93 | -5 | 6 |
| CCOc1ccc2[nH]c(=O)c(CN(Cc3ccc(F)cc3)C(=O)c3ccco3)cc2c1 | -7 | 1.5 | -8 | 6 |

More compounds
SMILES	F-actin modifier	PTK2B oligo ant	HUVEC tox IL1B	HUVEC inhibit	HUVEC tox TNFa	Smad3 FoxH1 inh	H69AR inhibit	Lung fibro prol	VCAM1 TNFa inh
COC(=O)c1ccc(NC(=O)c2ccc(F)cc2)o1	6	0.66	-25	x	-30	x	x	x	3
O=C(NCCOc1ccccc1)C1CCCN1C(=O)c1cccs1 (stereo not drawn)	x	1.9	16	103	x	0	97	97	x
CC/C(=N/Nc1ccccc1)c1cnnc(-c2ccccc2)n1	14	-2	-9	85	x	2	72	91	-15
Cc1ccc(Nc2cc(C)nc(N3CCOCC3)n2)cc1	-23	0.34	-10	100	-19	-11	79	97	14
CCOc1ccc(S(=O)(=O)Nc2cc(OC)c(OC)cc2C(=O)O)cc1	0	0.99	-14	x	4	x	x	x	12
c1ccc2c(c1)nc1n2CCN1	-5	-0.46	-14	99	-13	-6	95	100	-12
O=C(CCn1nnc2ccccc21)Nc1nnc(COc2ccccc2F)s1	11	0.19	2	102	-9	2	97	107	-16
O=c1[nH]ncc(NCCCO)c1Cl	1	0.2	-22	99	-12	5	95	97	11
COc1ccc(CCNC(=O)c2ccc(N3CCCC3=O)cc2)cc1	1	0.46	-5	x	-3	x	x	x	-2
Cc1cc(-c2c(C)[nH]n(-c3ccc(Cl)cc3)c2=O)n(-c2ccccc2)n1	6	-0.34	-8	x	2	x	x	x	17
Cc1nc2ncnn2c(N2CCN(C(=O)c3cccc(F)c3)CC2)c1Cc1ccccc1	x	-0.01	x	113	x	-10	58	106	x
COC(=O)CSc1ncccc1-c1nc2ccccc2[nH]1	16	-1.2	-2	104	-6	-9	82	100	-3
CCOC(=O)c1ccc(N2C(=O)CC(N3CCC(O)(c4ccc(Br)cc4)CC3)C2=O)cc1 (stereo not drawn)	x	1.8	7	99	29	-8	94	99	u
CCn1c(SCC(=O)Nc2ccc(S(N)(=O)=O)cc2)nnc1-c1cccc(OC)c1	2	1.2	-15	80	-33	3	96	95	7
Cc1cc(C(F)F)n2nc(C(=O)Nc3ccccc3Br)nc2n1	24	0.46	-6	x	x	x	x	x	-13
O=C(C1CCC1)N1CCc2cc(S(=O)(=O)NCCN3CCN(c4ccccc4F)CC3)ccc21	-28	0.18	-45	86	3	-5	83	111	6
Cc1cccc(Nc2ncc3c(n2)CC(C)CC3=O)c1 (stereo not drawn)	-35	-0.91	-29	110	-15	16	91	104	-6
CC(CNC(=O)C1CCCCC1C(=O)O)c1ccccc1 (stereo not drawn)	2	0.13	17	102	-1	2	96	107	0
O=C(CSc1nnc(NC2CCCCC2)s1)Nc1ccc(N2CCOCC2)cc1	-10	-1.7	-10	93	-10	3	75	95	17
Cc1ccc(NC(=O)CSc2nc(-c3ccco3)cc(C(F)(F)F)n2)cc1C	13	-0.72	6	48	-9	0	22*	72	15
COc1ccc(N=c2oc3c(OC)cccc3cc2C(=O)NCc2ccco2)c(OC)c1	6	-0.69	-17	63	-27	9	100	77	-20
COc1ccccc1N1CCN(C(=O)N2CCOCC2)CC1	-16	1	-31	103	11	0	84	100	3
CCOC(=O)c1[nH]c2ccccc2c1NC(=O)C1CCCC1	x	x	x	96	x	0	88	96	x
CCOc1ccccc1/C=c1\sc2ncnn2c1=O	x	0.12	-12	80	-33	10	65	98	-13
CC(=O)Nc1ccc(S(=O)(=O)N2CCN(C(C)CCc3ccccc3)CC2)cc1 (stereo not drawn)	-5	1.3	20	104	-8	10	82	96	10
Oc1c(Br)cc(C2N=C(c3ccccc3)NO2)cc1Br (stereo not drawn)	-12	-0.24	8	98	-10	-14	109	104	12
Cc1ccc2c(c1)-c1c(ssc1=S)C(C)(C)N2C(=O)c1ccco1	-1	-1.9	12	77	-13	-18	105	95	-35
CCN1CCN(C(=O)C2CCN(Cc3nc(-c4cccc(Cl)c4)oc3C)CC2)CC1	9	x	-22	68	-22	5	91	84	7
CC1CCCN(Cc2cccc(Oc3ccccc3)c2)C1 (stereo not drawn)	-2	0.09	-1	91	1	-1	95	96	5
CCn1cc(CNC(=O)c2cc(-c3ccccc3OC)nc3ccccc23)c(C)n1	18	-0.2	2	x	24	x	x	x	30
CCS(=O)(=O)c1ccc2oc(Nc3cc(C)cc(C)c3)nc2c1	-11	-2.3	4	75	3	2	60	103	4
Cc1ccc(S(=O)(=O)N(C)CC(O)Cn2c3ccccc3c3ccccc32)cc1 (stereo not drawn)	-13	0.51	1	88	-1	-3	80	99	7
COC(=O)c1ccccc1NC(=O)C1CCCN(S(=O)(=O)c2ccccc2)C1 (stereo not drawn)	-4	-1.4	2	110	4	10	73	102	-2
Cc1ccccc1C(=O)Nc1cccc(NC(=S)NC(=O)c2cccs2)c1	-15	-2	-22	x	6	x	x	x	5
CCOC(=O)c1nnn(-c2ccccc2C#N)c1C	x	0.66	6	85	-26	4	x	100	20
NNC(=O)c1ccc([N+](=O)[O-])c(CS(=O)(=O)c2ccc(Cl)cc2)c1	-4	1.3	-24	x	-3	x	x	x	6
O=C1CCC(=O)N1OCCCOc1ccc2c(c1)CCC2	23	1.1	-19	93	-21	-3	95	93	14
Cc1ccccc1Cn1c(CN2CCN(c3ccc(F)cc3)CC2)nc2c1c(=O)n(C)c(=O)n2C	x	x	x	85	x	-8	97	95	x
Cc1ccc(S(=O)(=O)c2cnc(-c3ccccc3)nc2Oc2ccccc2)cc1	-73	x	-14	x	-6	x	x	x	-6
O=C(Nc1ccc(N2CCOCC2)c(Cl)c1)c1ccc(F)cc1	14	-0.66	-6	98	-6	3	98	104	-9
O=C1CN(C(=O)COC(=O)CCC(=O)c2ccc3c(c2)OCCO3)c2ccccc2N1	15	2.6	7	104	-40	14	111	98	11
Cc1ccccc1Cn1cc(S(=O)(=O)CC(=O)Nc2nccs2)c2ccccc21	-15	-2.9	-2	83	-1	-1	62	101	-2
Cn1c(=O)[nH]c(=O)c2c1nc(SCC(=O)O)n2CCc1ccccc1	-12	0.34	64	104	-46	5	88	101	21

This is a subset. The share of hits here may be higher or lower than overall.
